p53null 39C tox: selectivity test: cytotoxicity in p53 null cells, nonpermissive temperature; hit rate 0.97% among 55,000; H1299 p53-null (neo) cells, 39C, ATPlite viability, 24 h; Potency, µM (series often up to 46.1 µM), for the others: top-dose activity, negative = cell killing, most hits filed as cytotoxic; AID 904;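 also: potency is read from the fitted curve at half-maximal effect; 0% = DMSO only and -100% = full killing by 100 µM tamoxifen; nearly all actives have a fitted effect of over 50% in size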
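ATP-luminescence viability readout (ATPlite, 20 min RT) after 24 hr compound treatment at 39C of H1299-neo or H1299-p53A138V cells; titration up to 46 uM; normalized to DMSO and 100 uM tamoxifen; Hill-fit AC50.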
B2AR arrestin ag: agonists recruiting beta-arrestin to human beta2-adrenergic receptor; P07550; HTLA Tango cells, beta-arrestin recruitment, luciferase luminescence, 18 h; Potency, µM (highest dose often 46.1 µM), for the others: at the top dose activation, usual class: activators; 44,000 tested, under 10 active;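 also: potency is read from the fitted curve at half-maximal effect; 0% = DMSO and full agonism = EC100 isoproterenol or metaproterenol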
Target sequence (P07550 whole entry, looked up): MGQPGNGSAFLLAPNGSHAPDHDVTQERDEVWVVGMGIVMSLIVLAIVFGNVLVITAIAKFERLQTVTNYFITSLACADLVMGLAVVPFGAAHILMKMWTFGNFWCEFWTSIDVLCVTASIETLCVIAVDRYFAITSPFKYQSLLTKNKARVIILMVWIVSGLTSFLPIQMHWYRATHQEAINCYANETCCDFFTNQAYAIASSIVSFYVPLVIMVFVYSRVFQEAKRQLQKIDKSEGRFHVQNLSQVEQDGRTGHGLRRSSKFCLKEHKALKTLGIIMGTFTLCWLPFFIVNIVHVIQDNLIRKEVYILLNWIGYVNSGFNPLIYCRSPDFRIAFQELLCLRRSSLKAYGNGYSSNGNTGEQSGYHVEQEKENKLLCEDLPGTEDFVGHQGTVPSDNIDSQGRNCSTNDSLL
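Luminescence read-out: arrestin recruitment to recombinant beta2-AR releases tTA, inducing luciferase. Cells exposed 18 hr at 37 degrees C to up to 46 microM compound; %Activity from corrected signal, concentration-response curves classified by r2, magnitude and efficacy.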
PTAP-TSG101 blk: blocks PTAP binding to human TSG101, validation; 44,000 tested, under 10 active; Q99816; Potency, µM (titrated, usually from 115 µM), inactives show top-dose activity change, negative = inhibition, usual class: inhibitors; AID 1347069; Fluorescence polarization, FITC-PTAP peptide/Tsg101, 20 min; also: potency is read from the fitted curve at half-maximal effect; 0% is about no effect
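Steps: Tsg101 binding domain (10 uM final) in HEPES pH 7.5/NaCl/Tween 20/EDTA/TCEP; add compound; add FITC-PTAP peptide (50 nM final); incubate 20 min r.t.; read polarization.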
NTMT1 inhibitor: NTMT1 methyltransferase inhibition; NTMT1 MTase-Glo SAH luminescence, purified enzyme; Potency, µM (series often up to 114 µM), without a hit: at the top dose activity change, negative = inhibition, hits mostly inhibitors; hit rate 2.5% among 59,000; Q9BV86;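 also: potency is read from the fitted curve at half-maximal effect; plate controls were DMSO vehicle for no effect and no enzyme for full effect; nearly all actives have a fitted effect of over 65% in size; many of its hits are not listed in these tables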
Target sequence (Q9BV86 whole entry, looked up): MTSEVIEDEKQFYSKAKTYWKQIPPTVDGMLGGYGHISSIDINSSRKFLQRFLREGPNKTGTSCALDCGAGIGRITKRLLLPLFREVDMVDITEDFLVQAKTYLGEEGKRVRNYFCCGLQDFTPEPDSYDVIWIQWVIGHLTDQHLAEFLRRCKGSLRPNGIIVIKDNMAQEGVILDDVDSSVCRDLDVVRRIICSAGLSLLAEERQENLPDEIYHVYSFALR
GALK inhibitor: inhibitors of human galactokinase (GALK); AID 1347072; P51570; recombinant GALK, Kinase-Glo ATP luminescence, 1 h; 44,000 tested, under 10 active; Potency, µM (top dose mostly 57.5 µM), for the others: top-dose activity, negative = inhibition, hits mostly inhibitors;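 also: plate controls were full GALK reaction for no effect and reaction lacking GALK for full effect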
Target sequence (P51570 whole entry, looked up): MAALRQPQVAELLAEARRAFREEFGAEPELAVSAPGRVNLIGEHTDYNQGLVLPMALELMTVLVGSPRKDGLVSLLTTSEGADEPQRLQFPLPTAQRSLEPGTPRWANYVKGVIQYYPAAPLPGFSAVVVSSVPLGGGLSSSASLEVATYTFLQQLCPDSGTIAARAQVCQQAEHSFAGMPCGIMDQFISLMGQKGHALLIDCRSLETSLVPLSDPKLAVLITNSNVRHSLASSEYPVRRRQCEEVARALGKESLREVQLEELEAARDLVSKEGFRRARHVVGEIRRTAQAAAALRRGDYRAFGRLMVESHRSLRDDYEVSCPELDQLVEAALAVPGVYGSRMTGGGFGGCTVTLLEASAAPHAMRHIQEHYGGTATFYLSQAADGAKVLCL
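Luminescent ATP-depletion readout (Kinase-Glo Plus) after 1 h room-temperature incubation of human GALK (5 nM) with galactose 100 µM and ATP 35 µM, pH 8.0 HEPES/Mg2+ buffer; compounds tested in qHTS format.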
p53null 32C kill: p53 null cell cytotoxicity, permissive temperature; hit rate 0.62% among 55,000; AID 903; H1299-neo p53 null cells, ATP luminescence, 24 h, 32C; Potency, µM (top dose mostly 46.1 µM), inactives show at the top dose activity change, negative = cytotoxicity, usual class: cytotoxic;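 also: potency is read from the fitted curve at half-maximal effect; 0% = DMSO only and -100% = full killing by 100 µM tamoxifen; nearly all actives have a fitted effect of over 55% in size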
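We seeded p53-null H1299-neo cells, incubated them overnight at 37C, and added compounds across a range up to 46 uM. After 24 hours at 32C, ATP reagent was applied for 20 min at room temperature and luminescence recorded.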
FH mod: Identification of activators of human fumarate hydratase by quantitative high-throughput screening. Fumarate hydratase, mitochondrial (Homo sapiens), P07954. FH coupled MDH/diaphorase resazurin fluorescence, 15 min. hit rate 0.22% among 54,000. Potency, µM (highest dose often 79.9 µM), for inactives: at the highest dose activity change, negative = inhibition, most hits filed as inhibitors. AID 1347055, 2019; also: potency is read from the fitted curve at half-maximal effect; % is scaled to controls: 0 for no effect and ±100 for the full control effect; the screen sought activators but most active calls are inhibition curves; nearly all actives have a fitted effect of over 45% in size
Starred values were filed as active, the others as inactive; ? = inconclusive; nt = not tested or not shown; [ ] = remark or other dose. Calls follow the shape of the dose curve; as a rule, active = well fitted curve in the direction sought with a large enough effect; inconclusive = small, poorly fitted or top-dose-only effect, or another doubt; inactive = no such curve, though single readings can be large; an effect the other way counts as inactive or inconclusive. A portion of the library; the hit share may differ from the screen's.

Every second line gives: B2AR arrestin ag	FH mod	p53null 39C tox	NTMT1 inhibitor	p53null 32C kill	PTAP-TSG101 blk	GALK inhibitor
CCOc1ccc(NC(=O)Cn2c(=O)oc3cc(S(=O)(=O)NC4CCCC4)ccc32)cc1
  0.7%	-11.6%	-9.9%	9.6%	-7.8%	-0.1%	2.5%
CCOC(=O)c1ccc(NC(=O)Cn2nc3c4ccccc4n(Cc4cccc(F)c4)cc-3c2=O)cc1
  -0.4%	-14.3%	-3.9%	79.4µM*	-7.5%	0.7%	?
CCOC(=O)c1cc(S(=O)(=O)Nc2c(C)cc(C)cc2C)[nH]n1
  0.0%	-12.3%	-1.0%	5.7%	4.4%	-1.2%	5.3%
CCc1ccc(-n2c(C)nc3cc(C(=O)NCCc4ccccc4)ccc32)cc1
  4.5%	?	6.5%	0.0%	49.3%[activator]	2.5%	-6.8%
COc1ccc(NS(=O)(=O)c2ccc3[nH]c4c(c3c2)CCCCC4)cc1
  -1.2%	-8.4%	-2.0%	?	55.0%[activator]	0.0%	-0.7%
COc1ccc(Cl)cc1NC(=O)C1CCCN(c2ncnc3onc(C)c23)C1 (stereo unspecified)
  -0.3%	-42.7%	-8.1%	2.8%	5.0%	2.3%	2.9%
O=S(=O)(c1ccc(Cl)cc1)c1nnn2c1nc(NCc1cccs1)c1sccc12
  -0.4%	-2.5%	-28.5%	21.2%	-4.3%	4.8%	2.8%
COc1cc2c(-c3cccc(Cl)c3)nc3c(c(C)nn3-c3ccccc3)c2cc1OC
  0.6%	nt	-8.8%	nt	0.1%	1.7%	1.4%
CCN(C(=O)c1cnc(N2CCOCC2)c2ccccc12)c1cc(C)ccc1C
  0.4%	-11.3%	13.1%	-0.2%	0.8%	-1.3%	-7.1%
CCCOc1ccc(CNC(=O)CCCN2C(=O)CSc3c2c(C)nn3-c2ccccc2)cc1
  2.8%	-24.5%	6.1%	-8.5%	35.5%[activator]	0.6%	3.0%
COc1ccc(OC)c(NC(=O)N2CCN(S(=O)(=O)c3ccc4c(ccn4C)c3)CC2)c1
  -0.2%	-23.1%	3.7%	1.6%	-4.3%	-0.7%	-0.5%
Cc1ccc(Cc2nc3ccccc3nc2SCC(=O)N2CCCCC2)cc1
  0.2%	-27.9%	38.4%[activator]	-1.7%	36.0%[activator]	0.3%	3.4%
O=C(Cn1cc(S(=O)(=O)c2ccc(F)cc2)c(=O)c2cc3c(cc21)OCO3)Nc1ccccc1
  1.0%	6.8%	-6.3%	7.5%	-2.1%	-0.2%	-11.6%
Cc1cc(C)cc(NC(=O)Cn2c(=O)n(C(C)C)c(=O)c3oc4ccccc4c32)c1
  0.2%	-6.4%	-23.1%	0.4%	2.1%	8.6%	3.3%
CC(C)(C)OC(=O)N1CCC(c2c(C(=O)N3CCOCC3)cnn2-c2ccccc2Cl)CC1
  -0.1%	1.9%	-8.9%	17.2%	-4.4%	4.1%	-2.8%
Cc1ccc(N2C(=O)CSC23C(=O)N(CC(=O)NCc2ccccc2)c2ccccc23)cc1 (stereo unspecified)
  5.3%	-13.4%	6.0%	11.8%	15.9%	-4.7%	0.7%
COc1cc(OC)c(NC(=O)c2nn(C)c3c2COc2ccccc2-3)cc1Cl
  5.1%	-17.3%	5.6%	-3.1%	-9.2%	2.5%	3.5%
Cc1cc(C)c(S(=O)(=O)Nc2ccc(-c3ccc(N4CCCCC4)nn3)cc2)c(C)c1
  2.1%	nt	?	nt	-27.7%	2.3%	-1.1%
COc1ccc(NC(=O)c2cccn2-c2nnc(N3CCCCC3)s2)c(OC)c1
  1.4%	-5.3%	?	-4.9%	-28.6%	-2.6%	-0.2%
Cc1ccc(Cl)cc1N1CCN(C(=O)c2cc(S(=O)(=O)N3CCCC3)cn2C)CC1
  -1.1%	-31.1%	19.2%	-1.1%	7.4%	-2.1%	2.6%
Cc1cccc(-n2ccnc2SCC(=O)Nc2cc(C(F)(F)F)ccc2Cl)c1
  -0.1%	-4.9%	14.9%	?	5.4%	0.8%	-0.7%
Cc1ccc(NC(=O)c2c(C)oc3ccc(O)c(CN4CCCC4)c23)c(C)c1
  0.5%	nt	-2.0%	nt	-1.0%	-2.8%	0.4%
CCN(CC)C(=O)c1sc2c(c1C)c(=O)n(-c1ccc(Cl)c(Cl)c1)c(=O)n2CC(=O)Nc1cccc(OC)c1
  -1.7%	-23.8%	1.2%	2.9%	13.5%	-12.9%	-1.5%
Cc1cc(C)cc(NC(=O)NCc2noc3ccccc23)c1
  -0.5%	-3.9%	-1.2%	1.2%	0.6%	-7.9%	0.0%
N#Cc1ccccc1NC(=O)C(=O)NCC(c1cccnc1)N1CCc2ccccc21 (stereo unspecified)
  -0.1%	?	-4.1%	-5.1%	7.5%	2.1%	3.7%
Cc1ccc(CNC(=O)C(CC(C)C)NS(=O)(=O)c2ccc3c(c2)oc(=O)n3C)cc1 (stereo unspecified)
  0.8%	0.3%	1.4%	10.2%	-1.0%	-0.4%	7.4%
O=C(CS(=O)(=O)c1cccc2nsnc12)NCc1ccccc1
  -0.4%	13.8%	-1.9%	1.4%	-3.6%	-2.3%	1.1%
CCc1ccc(S(=O)(=O)c2c(C(=O)c3ccccc3)cnc3ccc(CC)cc23)cc1
  -0.6%	-19.5%	41.4%[activator]	5.6%	13.8%	-1.3%	-1.2%
COc1ccccc1CNc1nc(-c2ccco2)nn1S(=O)(=O)c1ccc2ccccc2c1
  -1.5%	-11.3%	-4.7%	6.8%	-2.0%	0.2%	-5.2%
CCN(C(=O)c1cc2c(=O)oc3ccc(C)cc3c2s1)c1cc(OC)ccc1OC
  ?	?	8.6%	?	0.4%	-1.6%	-1.7%

2 compounds drawn at random from the list so far, as already listed:
Every second line gives: B2AR arrestin ag	FH mod	p53null 39C tox	NTMT1 inhibitor	p53null 32C kill	PTAP-TSG101 blk	GALK inhibitor
Cc1ccc(N2C(=O)CSC23C(=O)N(CC(=O)NCc2ccccc2)c2ccccc23)cc1 (stereo unspecified)
  5.3%	-13.4%	6.0%	11.8%	15.9%	-4.7%	0.7%
CCN(C(=O)c1cc2c(=O)oc3ccc(C)cc3c2s1)c1cc(OC)ccc1OC
  ?	?	8.6%	?	0.4%	-1.6%	-1.7%

Next structures
Every second line gives: B2AR arrestin ag	FH mod	p53null 39C tox	NTMT1 inhibitor	p53null 32C kill	PTAP-TSG101 blk	GALK inhibitor
CCN(C(=O)Cn1c(=O)oc2cc(S(=O)(=O)N3CCCC3)ccc21)c1cccc(C)c1
  -2.2%	-4.9%	-16.0%	8.6%	-16.2%	-0.1%	-2.0%
Cc1cccc(CCNC(=O)C2CCN(c3ncnc4c3nc3n4CCCCC3)CC2)c1
  -0.1%	-5.2%	-4.5%	4.5%	-11.5%	1.0%	0.7%
CCOC(=O)Cn1c(=O)n(CC2CCCO2)c2nc(-c3ccccc3OC)nc(C(N)=O)c21 (stereo unspecified)
  0.6%	-8.4%	0.0%	16.7%	-1.0%	-1.5%	-1.7%
Cc1ccc(-c2cc(C(=O)N(Cc3ccccc3)Cc3ccco3)no2)cc1F
  -2.3%	nt	-3.2%	nt	0.4%	-0.3%	3.6%
CCC(C)NC(=O)C1CCN(C(=O)c2ccc(-n3ccc4ccccc43)s2)CC1 (stereo unspecified)
  -0.4%	1.9%	-26.6%	6.7%	-21.7%	-3.1%	2.2%
CC(C)CC(=O)Nc1ccc2nc(SCC(=O)N3CCCC3)sc2c1
  -3.6%	0.1%	-8.0%	6.8%	-12.8%	2.8%	-11.2%
COc1cc(C2N=C(N)Nc3nc4ccccc4n32)ccc1OCC(=O)O (stereo unspecified)
  0.6%	-2.8%	?	8.6%	10.4%	-2.7%	7.4%
COc1ccc(CNC(=O)c2ccc(CS(=O)(=O)c3ccccc3OC)o2)cc1
  0.0%	0.7%	5.0%	12.3%	5.8%	0.3%	-0.2%
Cc1nn2c(=O)cc(COC(=O)c3ccc(NC(=O)COc4ccc(C)c(C)c4)cc3)nc2s1
  1.0%	-26.4%	7.0%	12.0%	-6.9%	0.8%	0.6%
Cc1c(NC(=O)Nc2ccc(Cl)c(C(F)(F)F)c2)c(=O)n(-c2ccccc2)n1C
  -1.6%	0.6%	-11.4%	4.5%	6.2%	0.8%	3.3%
Cc1ccc(NC(=O)Cn2nc(C(F)(F)F)c3c2CCC3)cc1C
  0.5%	-3.0%	-13.2%	-1.2%	-10.6%	0.0%	5.0%
Cc1cccc(C(=O)Nc2sc3c(c2C(=O)Nc2ccccc2)CCC3)c1
  0.2%	1.9%	-1.0%	-4.7%	-2.4%	1.5%	-0.6%
CCN(C(=O)c1cc2c(=O)n3cccc(C)c3nc2s1)c1ccc(C)c(C)c1
  -0.7%	?	-4.3%	0.1%	9.6%	-2.0%	1.0%
Cc1c(C(=O)Nc2cccc(-c3nc4ccccc4s3)c2)oc2ccccc12
  -2.6%	-10.7%	5.2%	?	-1.4%	-3.3%	2.0%
O=C(CSc1nc2ccccc2c(=O)n1CCC(=O)NC1CCCCC1)Nc1ccccc1Cl
  -2.3%	4.1%	5.5%	26.6%	-2.8%	-0.2%	-0.5%
Cc1ccccc1C1C=C(c2ccc(Cl)cc2)Nc2nnnn21 (stereo unspecified)
  -1.5%	-8.3%	19.9%	-9.5%	9.0%	-1.1%	-3.6%
COc1cc(NC(=O)c2ncn(-c3ccccc3)n2)cc(OC)c1
  1.0%	-0.5%	?	0.4%	-16.9%	-2.3%	-6.9%
CCOC(=O)c1ccc(NS(=O)(=O)c2cn(C)c(C)n2)cc1
  -0.1%	10.0%	-3.6%	?	-6.4%	-6.0%	-0.9%
CCCCN(C(=O)Nc1ccc(OCC)cc1)C1CCN(C(C)=O)CC1
  0.5%	2.5%	28.1%	0.9%	-11.6%	-4.3%	1.4%
CCC(=O)N1CCCc2cc(S(=O)(=O)N3CCC(C(=O)Nc4ccc(F)c(F)c4)CC3)ccc21
  -0.8%	-21.3%	1.9%	-2.1%	-8.7%	0.7%	0.7%
COc1cccc(CNC(=O)CCCn2ncn3c(cc4occc43)c2=O)c1OC
  -2.0%	-0.7%	-17.8%	-0.6%	6.1%	0.3%	2.0%
CCOC(=O)N1CCN(S(=O)(=O)N2CCCC(C(=O)NCc3cccc(OC)c3)C2)CC1 (stereo unspecified)
  -0.3%	1.8%	-4.4%	4.3%	-5.3%	-2.0%	1.2%
COc1ccccc1C(=O)Nc1ccc2nc(SCC(=O)N3CCCc4ccccc43)sc2c1
  -4.4%	-21.7%	-7.8%	-0.6%	5.3%	-2.7%	3.3%

Bioassay records as filed in PubChem.
